Bioassay records (PubChem)
NALP1 yeast inh: blocks the NALP1 inflammasome reconstituted in yeast; 280,000 tested, 0.61% active; inhibition, % at 10 µM; S. cerevisiae NALP1/ASC/caspase-1 growth, X-gal OD620, 72 h; in the data active = inhibition mostly above about 24%, no sharp cut-off; inactive = mostly below about 32%; note: some compounds called inactive have numbers as strong as hits
PfM18AAP inh: blocks P. falciparum M18 aspartyl aminopeptidase; recombinant PfM18AAP, H-Glu-NHMec fluorogenic cleavage; inhibition, % at 7.35 µM; 290,000 tested, 1.2% active;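 active = inhibition above the campaign mean inhibition over all tested compounds plus 3 SD, cut at about 28% in these data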;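 note: 0% = plate median of test compound wells and 100% = 2 mM ZnCl2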
IDE cell inh: inhibitors of human insulin-degrading enzyme in cells. AID 434962. inhibition, % at 5.59 µM. HEK cells, FAbetaB cleavage, fluorescence polarization. 320,000 tested, 0.41% active;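 active = percent inhibition above the average of all tested compounds plus 3 SD, set per screening campaign, cut at about 16% in these data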;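 note: IDE supplied by intact live HEK cells; FP after avidin binding of uncleaved biotin substrate so inhibition keeps polarization high; 0% = DMSO wells and 100% = 60 µM reference IDE inhibitor Ii1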
GPR7 antag: blocks human GPR7 receptor signaling; GPR7-expressing cells, fluorescence antagonist assay; inhibition, % at 4.4 µM; 290,000 tested, 1.1% active; AID 1861; in the data active = inhibition above about 16%, passing the limit was not always enough;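 note: cells stimulated with the agonist NPW; 0% = agonist with vehicle and 100% = vehicle without agonist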
Target sequence (P48145 whole entry, looked up): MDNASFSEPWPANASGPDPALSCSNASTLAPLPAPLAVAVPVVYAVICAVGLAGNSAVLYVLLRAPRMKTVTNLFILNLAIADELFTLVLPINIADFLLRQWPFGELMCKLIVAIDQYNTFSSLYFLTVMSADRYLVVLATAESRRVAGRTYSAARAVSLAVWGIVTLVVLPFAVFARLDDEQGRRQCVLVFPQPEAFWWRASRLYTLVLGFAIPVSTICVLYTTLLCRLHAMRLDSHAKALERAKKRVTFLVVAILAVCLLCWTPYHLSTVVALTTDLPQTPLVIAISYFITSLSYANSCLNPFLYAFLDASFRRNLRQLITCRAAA
PHOSPHO1 inh: blocks human PHOSPHO1 phosphatase activity. Q8TCT1. recombinant PHOSPHO1, absorbance phosphatase assay. inhibition, % at 13.3 µM. 290,000 tested, 1.1% active. AID 1565; in the data active = inhibition above about 60%
Target sequence (Q8TCT1 whole entry, looked up): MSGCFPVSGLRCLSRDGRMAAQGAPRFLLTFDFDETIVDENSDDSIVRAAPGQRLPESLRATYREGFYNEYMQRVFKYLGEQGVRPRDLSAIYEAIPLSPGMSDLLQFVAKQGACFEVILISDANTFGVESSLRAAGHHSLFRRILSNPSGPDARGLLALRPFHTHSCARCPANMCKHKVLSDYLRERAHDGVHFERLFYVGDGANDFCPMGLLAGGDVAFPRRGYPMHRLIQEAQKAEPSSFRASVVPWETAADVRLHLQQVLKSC
IDE cell activ: IDE (human) activation, cell-based; activation, % at 5.96 µM; 340,000 tested, 0.073% active; HEK cells, FAbeta-B cleavage, fluorescence polarization; 0% vehicle, 100% cell-free pure enzyme wells; P14735;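 active = activation above the mean of all tested compounds plus 3 SD, set per screening campaign, cut at about 17% in these data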
VIM-2 inh: blocks Pseudomonas aeruginosa VIM-2 metallo-beta-lactamase; purified VIM-2, nitrocefin hydrolysis, epi-absorbance fluorescence; inhibition, % at 5.6 µM; 290,000 tested, 0.89% active; AID 1527;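 active = inhibition above the mean of all tested compounds plus 3 SD, cutoff set per screening run, cut at about 7.5% in these data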;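 note: red hydrolysis product quenches plate fluorescence so inhibitors raise well fluorescence; 0% = enzyme with DMSO and 100% = DMSO without enzyme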
IMP-1 inh: blocks Pseudomonas aeruginosa IMP-1 metallo-beta-lactamase | 290,000 tested, 0.45% active | purified IMP-1, nitrocefin hydrolysis, epi-absorbance fluorescence | AID 1556 | inhibition, % at 5.6 µM;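 active = inhibition above the mean plus 3 SD of all compounds in the same screening run, cut at about 4.5% in these data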;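 note: 0% = IMP-1 with DMSO and 100% = DMSO wells lacking enzyme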
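System: purified recombinant IMP-1 beta-lactamase. Medium: Zinc- and detergent-supplemented HEPES buffer, pH 7.1. Compound: one 5.6 µM dose […]. Schedule: 15 min preincubation plus 25 min reaction at 25 °C. Technique: Epi-absorbance fluorescence, 480 nm excitation, 530 nm emission.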
p-CIP stab down: lowers stability of the mouse p/CIP coactivator protein; Q05BA5; 290,000 tested, 0.01% active; F442A p/CIP-EGFP cells, EGFP fluorescence, 16 h; decrease of EGFP signal, % at 10 µM;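 active = EGFP signal decrease of at least 30% at 10 µM or well 3 SD below plate mean, unless failing retest; inactive = the rest, including hits failing retest or dose response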; note: some compounds called inactive have numbers as strong as hits; many of its hits are not listed in these tables
Active calls of the source: *.

Cc1cc(C)n(-c2ccc(S(N)(=O)=O)cc2[N+](=O)[O-])n1 was read as NALP1 yeast inh -2, PfM18AAP inh -9, IDE cell inh -3, GPR7 antag -3, PHOSPHO1 inh 6, IDE cell activ 5, VIM-2 inh -2.6, IMP-1 inh -4.5 and p-CIP stab down -6.
ON/C=N/C(=S)Nc1ncc(C(F)(F)F)cc1Cl was read as NALP1 yeast inh -9, PfM18AAP inh 13, IDE cell inh -4, GPR7 antag -7, PHOSPHO1 inh 6, IDE cell activ -1, VIM-2 inh 1.6, IMP-1 inh -0.4 and p-CIP stab down -2.
Screening CC1(C(=O)OCC(=O)Nc2ccc(C(N)=O)cc2)CC1(Cl)Cl (centres undefined) returned NALP1 yeast inh -21, PfM18AAP inh 6, IDE cell inh 2, GPR7 antag -5, PHOSPHO1 inh 33, IDE cell activ 1, VIM-2 inh -4.7, IMP-1 inh -1.4 and p-CIP stab down -4.
COc1ncnc2c1sc1nc(-c3ccccc3)c3c(c12)CCCC3 was read as NALP1 yeast inh 16, PfM18AAP inh -11, IDE cell inh -2, GPR7 antag 7, PHOSPHO1 inh 11, IDE cell activ 5, VIM-2 inh -1.9, IMP-1 inh -1.0 and p-CIP stab down -4.
COc1cccc(C(c2sc3ncnn3c2O)N2CC(C)OC(C)C2)c1 (centres undefined) was read as NALP1 yeast inh 14, PfM18AAP inh 13, IDE cell inh 0, GPR7 antag -11, PHOSPHO1 inh 26, IDE cell activ 8, VIM-2 inh -2.8, IMP-1 inh 0.5 and p-CIP stab down -11.
Screening CCn1c(=O)c2c3c(sc2n(C)c1=O)CCC3 returned NALP1 yeast inh 1, PfM18AAP inh 6, IDE cell inh 4, GPR7 antag -13, PHOSPHO1 inh 6, IDE cell activ -3, VIM-2 inh 1.1, IMP-1 inh -5.5 and p-CIP stab down -4.
Screening Cc1ccc(O)c(CCc2ccccc2)n1 returned NALP1 yeast inh 36, PfM18AAP inh 6, IDE cell inh 4, GPR7 antag 8, PHOSPHO1 inh -3, IDE cell activ -5, VIM-2 inh 0.1, IMP-1 inh -0.5 and p-CIP stab down -8.
`CN(C)S(=O)(=O)NCCNc1ccc(C(F)(F)F)cc1[N+](=O)[O-]` gave NALP1 yeast inh -7, PfM18AAP inh 0, IDE cell inh -8, GPR7 antag -1, PHOSPHO1 inh 25, IDE cell activ 0, VIM-2 inh -3.2, IMP-1 inh -2.4 and p-CIP stab down -6.
S=c1[nH]nc(-c2ccc(Cl)cc2)n1-c1ccc(Cl)cc1 was read as NALP1 yeast inh -14, PfM18AAP inh 15, IDE cell inh 0, GPR7 antag -10, PHOSPHO1 inh -149, IDE cell activ 2, VIM-2 inh -2.9, IMP-1 inh -4.2 and p-CIP stab down 2.
`CC1CCCCN1CCCNC(=O)C1CCN(c2nc3ccccc3o2)CC1` (centres undefined) gave NALP1 yeast inh 27, PfM18AAP inh 1, IDE cell inh -4, GPR7 antag -5, PHOSPHO1 inh -2, IDE cell activ 1, VIM-2 inh -0.1, IMP-1 inh -0.6 and p-CIP stab down -16.

The closing 4 records of the part before lead into the next.
Screening Cc1ccc(O)c(CCc2ccccc2)n1 returned NALP1 yeast inh 36, PfM18AAP inh 6, IDE cell inh 4, GPR7 antag 8, PHOSPHO1 inh -3, IDE cell activ -5, VIM-2 inh 0.1, IMP-1 inh -0.5 and p-CIP stab down -8.
`CN(C)S(=O)(=O)NCCNc1ccc(C(F)(F)F)cc1[N+](=O)[O-]` gave NALP1 yeast inh -7, PfM18AAP inh 0, IDE cell inh -8, GPR7 antag -1, PHOSPHO1 inh 25, IDE cell activ 0, VIM-2 inh -3.2, IMP-1 inh -2.4 and p-CIP stab down -6.
S=c1[nH]nc(-c2ccc(Cl)cc2)n1-c1ccc(Cl)cc1 was read as NALP1 yeast inh -14, PfM18AAP inh 15, IDE cell inh 0, GPR7 antag -10, PHOSPHO1 inh -149, IDE cell activ 2, VIM-2 inh -2.9, IMP-1 inh -4.2 and p-CIP stab down 2.
`CC1CCCCN1CCCNC(=O)C1CCN(c2nc3ccccc3o2)CC1` (centres undefined) gave NALP1 yeast inh 27, PfM18AAP inh 1, IDE cell inh -4, GPR7 antag -5, PHOSPHO1 inh -2, IDE cell activ 1, VIM-2 inh -0.1, IMP-1 inh -0.6 and p-CIP stab down -16.
`COc1ccc2[nH]c(C(=O)N(C)c3ccc(F)cc3F)cc2c1` gave NALP1 yeast inh 0, PfM18AAP inh -3, IDE cell inh 1, GPR7 antag -12, PHOSPHO1 inh 41, IDE cell activ 6, VIM-2 inh -2.2, IMP-1 inh -0.5 and p-CIP stab down -25.
For O=C(CSc1nc2ccccc2c(=O)n1Cc1ccco1)NCc1ccco1 the results were NALP1 yeast inh -1, PfM18AAP inh 1, IDE cell inh 0, GPR7 antag -10, PHOSPHO1 inh -3, IDE cell activ -6, VIM-2 inh -1.0, IMP-1 inh -4.4 and p-CIP stab down 15.
Screening O=C(Nc1ccccc1Cl)c1cccc(NS(=O)(=O)c2ccccc2)c1 returned NALP1 yeast inh 12, PfM18AAP inh -4, GPR7 antag -12, PHOSPHO1 inh -20, VIM-2 inh -1.4, IMP-1 inh -2.1 and p-CIP stab down 5.
Screening O=C(Nc1ccc(F)c(Cl)c1)N1CCCC1 returned NALP1 yeast inh -4, PfM18AAP inh 4, IDE cell inh 2, GPR7 antag -6, PHOSPHO1 inh 5, IDE cell activ 4, VIM-2 inh -2.6, IMP-1 inh -1.6 and p-CIP stab down -3.
Screening CCOC(=O)c1[nH]ncc1CN1CCCC(C(=O)c2cccc3ccccc23)C1 (centres undefined) returned NALP1 yeast inh 17, PfM18AAP inh -10, IDE cell inh -2, GPR7 antag 5, PHOSPHO1 inh 27, IDE cell activ -2, VIM-2 inh 5.5, IMP-1 inh -1.0 and p-CIP stab down -4.
For COc1ccc2[nH]c(=O)c(CN(CC3CCCO3)C(=O)Nc3ccccc3)cc2c1 (centres undefined) the results were NALP1 yeast inh -10, PfM18AAP inh 5, IDE cell inh -1, GPR7 antag 2, PHOSPHO1 inh 25, IDE cell activ -3, VIM-2 inh 1.2, IMP-1 inh -0.4 and p-CIP stab down -18.
`COc1ccc(-c2nn(-c3ccccc3)cc2C(=O)O)cc1N` gave NALP1 yeast inh -15, PfM18AAP inh -5, IDE cell inh -4, GPR7 antag -22, IDE cell activ 1, VIM-2 inh 0.5, IMP-1 inh -1.2 and p-CIP stab down -16.
For COc1cc(C(C)=O)ccc1OCc1cc(C(=O)N(C)CCC2CCCCO2)no1 (centres undefined) the results were NALP1 yeast inh 2, PfM18AAP inh 10, IDE cell inh 1, GPR7 antag -17, PHOSPHO1 inh 53, IDE cell activ -2, VIM-2 inh -0.7, IMP-1 inh -1.8 and p-CIP stab down -3.
Screening Cc1ccc(C)c(NC(=S)N2CCC(NC(=O)C3CCCCC3)CC2)c1 returned NALP1 yeast inh -1, PfM18AAP inh 4, IDE cell inh 1, GPR7 antag -7, PHOSPHO1 inh 43, IDE cell activ -1, VIM-2 inh -1.6, IMP-1 inh -1.0 and p-CIP stab down -17.
Screening CCOC(=O)c1ccc(NC(=O)c2ccc(C)c(S(=O)(=O)N3CCOCC3)c2)cc1 returned NALP1 yeast inh -2, PfM18AAP inh -14, IDE cell inh 0, GPR7 antag 23, PHOSPHO1 inh -7, IDE cell activ -8, VIM-2 inh 0.0, IMP-1 inh -1.6 and p-CIP stab down -8.
`O=C(NC1CCCN(CCc2ccccc2)C1)c1c(F)cccc1F` (centres undefined) gave NALP1 yeast inh -20, PfM18AAP inh 5, IDE cell inh 2, GPR7 antag -10, IDE cell activ 0, VIM-2 inh -1.4, IMP-1 inh -1.4 and p-CIP stab down -11.
For C=CCc1cc(OC)ccc1OCCOCCC(C(=O)OCC)C(=O)OCC the results were NALP1 yeast inh 27, PfM18AAP inh -6, IDE cell inh -1, GPR7 antag -11, PHOSPHO1 inh -6, IDE cell activ 3, VIM-2 inh -0.9, IMP-1 inh -3.4 and p-CIP stab down -8.
Screening CC(=O)c1cccc(NC(=O)CCc2nnc3ccc(N4CCN(C)CC4)nn23)c1 returned NALP1 yeast inh 16, PfM18AAP inh -2, IDE cell inh 1, GPR7 antag -6, PHOSPHO1 inh 44, IDE cell activ 6, VIM-2 inh 0.5, IMP-1 inh -1.1 and p-CIP stab down -9.
`Cn1c(=O)c2c(nc(OCc3cccnc3)n2Cc2c(F)cccc2Cl)n(C)c1=O` gave NALP1 yeast inh -5, PfM18AAP inh 1, IDE cell inh 5, GPR7 antag -10, PHOSPHO1 inh 3, IDE cell activ -13, VIM-2 inh -4.8, IMP-1 inh -5.8 and p-CIP stab down -14.
`CCOC(=O)C1CCN(c2nc(C)cc(C)c2C#N)CC1` gave NALP1 yeast inh 3, PfM18AAP inh -3, IDE cell inh 0, GPR7 antag -1, PHOSPHO1 inh 29, IDE cell activ 1, VIM-2 inh -3.1, IMP-1 inh -2.1 and p-CIP stab down -12.
`CC(/C=C\c1ccccc1)=C/C(=O)O` gave PfM18AAP inh 3, IDE cell inh 5, GPR7 antag -3, PHOSPHO1 inh 27, IDE cell activ 7, VIM-2 inh -1.8, IMP-1 inh -2.3 and p-CIP stab down -10.
For CCOC(=O)c1c(S(=O)(=O)NCC(=O)Nc2cccc(C)n2)c(C)n(C)c1C the results were NALP1 yeast inh 3, PfM18AAP inh 1, IDE cell inh -2, GPR7 antag 3, PHOSPHO1 inh 30, IDE cell activ 4, VIM-2 inh -1.7, IMP-1 inh -1.5 and p-CIP stab down -10.
COc1ccc(N2C(=O)CC(N3CCN(c4ccccc4F)CC3)C2=O)cc1 (centres undefined) was read as NALP1 yeast inh 0, PfM18AAP inh 0, IDE cell inh -1, GPR7 antag -2, PHOSPHO1 inh -8, IDE cell activ 0, VIM-2 inh -2.7, IMP-1 inh -3.0 and p-CIP stab down 4.
For Cc1cc(OC(=O)c2cc([N+](=O)[O-])ccc2Cl)c([N+](=O)[O-])c(=O)[nH]1 the results were NALP1 yeast inh 22, PfM18AAP inh 2, IDE cell inh -1, GPR7 antag -11, PHOSPHO1 inh 20, IDE cell activ 1, VIM-2 inh -2.8, IMP-1 inh -3.0 and p-CIP stab down -4.
Screening COc1ccc(CCN2CN(S(=O)(=O)c3ccc(OC)cc3)c3nc4ccccc4nc32)cc1 returned NALP1 yeast inh 17, PfM18AAP inh 2, IDE cell inh 5, GPR7 antag 0, PHOSPHO1 inh 9, IDE cell activ 2, VIM-2 inh -4.4, IMP-1 inh -3.6 and p-CIP stab down -9.
For COC(=O)C1=C(C)N(Cc2ccc(C)cc2)C(=O)C1 the results were NALP1 yeast inh 10, PfM18AAP inh -4, IDE cell inh 1, GPR7 antag 3, PHOSPHO1 inh 36, IDE cell activ 5, VIM-2 inh -4.3, IMP-1 inh -0.7 and p-CIP stab down 0.
Screening COc1ccc(/C=C2\CCCC3C2=NN(C(=O)COC(=O)CNC(=O)c2ccccc2)C3c2ccc(OC)cc2)cc1 (centres undefined) returned NALP1 yeast inh 1, PfM18AAP inh -5, IDE cell inh 3, GPR7 antag 1, PHOSPHO1 inh 33, IDE cell activ 4, VIM-2 inh -4.8, IMP-1 inh -5.6 and p-CIP stab down -5.
Screening Cc1c(CC(=O)NCCC(=O)O)c(=O)oc2cc3oc4c(c3cc12)CCCC4 returned NALP1 yeast inh 24, PfM18AAP inh -9, IDE cell inh -1, GPR7 antag 2, IDE cell activ 2, VIM-2 inh 2.1, IMP-1 inh 0.0 and p-CIP stab down -2.
